# TRPC6 activator – mouse TRPC6 channel activators, primary screen, cell-based, HEK293, membrane potential dye. B-score at 10 µM. HEK293-TRPC6 membrane potential dye fluorescence; stronger effect = higher value. 310,000 compounds, 0.13% hits. AID 2550, 2010;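 active = B-score of the integrated fluorescence ratio above library mean plus 3 SD, and starting fluorescence ratio within library mean plus 5 SD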;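 also: higher score means more depolarization so channel activation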
# TMEM16A inh – TMEM16A chloride channel inhibitors, primary screen, cell-based, HTS; Anoctamin-1 (Mus musculus), Q8BHY3; HEK293 TMEM16A/YFP iodide influx fluorescence, ionomycin; normalized B-score (activity score, 25-100; higher = stronger inhibition) at 10 µM; 310,000 compounds, 1.2% hits; AID 588511, 2011;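 active = ratio plate-corrected score three or more library SD toward inhibition, starting fluorescence score within five deviations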;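 also: score derived from kinetic fluorescence span divided by baseline fluorescence per well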
# ANO1 activ – TMEM16A chloride channel activators or potentiators, primary screen, cell-based, HTS; Anoctamin-1 (Mus musculus), Q8BHY3; HEK293 TMEM16A/YFP-H148Q/I152L, iodide quench fluorescence; stronger effect = lower value; B-score at 10 µM; 340,000 compounds, 0.3% hits; AID 623877, 2012;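 active = fluorescence-ratio B-score plate-corrected deviation score at least 3 library SD below zero, with starting fluorescence score within 5 deviations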;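 also: channel opened by trigger with iodide after compound preincubation; score built on the fluorescence ratio of max minus min over baseline; more negative score means more quench and so TMEM16A activation or potentiation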
# RGS4 block – RGS4 inhibitors, primary screen, cell-based, HEK293 M3R inducible RGS4, calcium flux; 310,000 compounds, 0.45% hits; B-score at 10 µM; Fluo-4 calcium flux; stronger effect = higher value; triggered by carbachol at its EC20; Regulator of G-protein signaling 4 (Homo sapiens), P49798;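 active = B-score, a plate-corrected calcium signal, over three deviations above library mean, with baseline fluorescence within five deviations of library mean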;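 also: RGS4 expression induced by doxycycline in cells with stable M3 receptor; B-score is computed from the integrated fluorescence ratio over baseline after carbachol; higher B-score means a larger calcium signal and so more RGS4 inhibition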
# TRPC4 agonist – activators of mouse TRPC4 channel, primary screen, Fluo4 calcium, HEK293 TRPC4beta/mu-opioid cells; B-score at 10 µM; Fluo4 calcium fluorescence; stronger effect = higher value; 310,000 compounds, 0.49% hits; Short transient receptor potential channel 4 (Mus musculus), Q9QUQ5;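 active = B-score above 5 SD of library B-scores, and initial fluorescence ratio not above library mean plus 5 SD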;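 also: positive B-score marks a calcium rise read as TRPC4 activation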
# Target sequence (Q9QUQ5 whole entry, looked up): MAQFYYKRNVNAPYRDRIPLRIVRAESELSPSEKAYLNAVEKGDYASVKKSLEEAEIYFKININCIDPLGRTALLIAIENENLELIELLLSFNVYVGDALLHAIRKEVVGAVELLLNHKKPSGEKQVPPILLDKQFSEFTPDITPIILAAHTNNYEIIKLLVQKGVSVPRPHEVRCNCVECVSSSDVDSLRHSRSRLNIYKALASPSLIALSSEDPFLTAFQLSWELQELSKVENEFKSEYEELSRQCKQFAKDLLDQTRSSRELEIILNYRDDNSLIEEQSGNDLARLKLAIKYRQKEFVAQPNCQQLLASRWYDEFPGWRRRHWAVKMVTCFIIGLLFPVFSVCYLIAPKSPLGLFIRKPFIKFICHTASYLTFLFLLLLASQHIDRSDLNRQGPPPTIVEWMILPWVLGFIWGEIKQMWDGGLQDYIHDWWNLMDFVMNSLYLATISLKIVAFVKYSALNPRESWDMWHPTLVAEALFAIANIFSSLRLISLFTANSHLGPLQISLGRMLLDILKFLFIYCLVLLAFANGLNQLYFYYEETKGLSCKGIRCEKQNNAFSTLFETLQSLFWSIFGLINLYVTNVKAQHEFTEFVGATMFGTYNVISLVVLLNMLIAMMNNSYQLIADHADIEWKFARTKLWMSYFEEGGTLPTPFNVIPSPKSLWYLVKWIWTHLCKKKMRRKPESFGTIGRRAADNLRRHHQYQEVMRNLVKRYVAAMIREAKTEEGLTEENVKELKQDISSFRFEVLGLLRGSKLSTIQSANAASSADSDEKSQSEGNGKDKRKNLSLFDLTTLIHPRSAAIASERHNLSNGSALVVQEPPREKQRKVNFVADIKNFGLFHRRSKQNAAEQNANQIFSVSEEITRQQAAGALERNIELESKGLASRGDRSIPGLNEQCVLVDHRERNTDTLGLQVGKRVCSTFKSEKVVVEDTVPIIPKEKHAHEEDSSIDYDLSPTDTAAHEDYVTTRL
#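 Assay system – TRPC4beta and mu-opioid receptor HEK293 stable cells · Measured by – Fluo4 fluorescence, kinetic · Schedule – dye loading 45 min room temperature, 110 s kinetic read · Read-out – B-scored integrated calcium fluorescence ratio · Controls – buffer and maximal DAMGO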
# TRPC4 inh – inhibitors of mouse TRPC4 channel, primary screen, Fluo4 calcium, HEK293 TRPC4beta/mu-opioid cells; 300,000 compounds, 0.39% hits; B-score at 10 µM; AID 2247, 2010; DAMGO-evoked Fluo4 calcium flux; stronger effect = lower value;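 active = B-score over 3 SD under the library average, no early fluorescence shift, positive overall ratio signal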
#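 Material: HEK293 cells with stable TRPC4beta plus mu-opioid receptor expression; probe or stimulus: DAMGO in two steps, submaximal then maximal; technique: Fluo4 calcium fluorescence by kinetic imaging, 5 s 1 Hz baseline; measure: integrated fluorescence ratio relative to baseline, converted to per-well B score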
# MrgX1 allo act – positive allosteric modulators of MrgX1, primary screen, HEK293 cells, Fluo-4 calcium flux; 310,000 compounds, 0.63% hits; B-score at 10 µM; FDSS; stronger effect = higher value; Mas-related G-protein coupled receptor member X1 (Homo sapiens), Q96LB2;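 active = plate-corrected calcium response at least 3 library SD above typical, normal starting fluorescence, not activating the receptor alone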;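 also: compound read alongside a low EC10 to EC30 dose of BAM8-22 agonist; peak minus trough fluorescence over baseline measured at the second addition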
# TRPC4 PAM – positive allosteric modulators of TRPC4, primary screen, cell-based, mouse TRPC4beta, HEK293 mu-opioid, Fluo-4 calcium. DAMGO EC20, Fluo-4 Ca2+ flux; stronger effect = higher value. B-score at 10 µM. 310,000 compounds, 0.42% hits;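 active = B-score of calcium response area above 5 SD of library B-scores, with initial fluorescence ratio within 5 SD of library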;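 also: B-score of integrated fluorescence ratio over time as area under calcium response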
# MrgX1 antagonist – antagonists of human MrgX1 receptor, primary screen, HEK293 cells, Fluo-4 calcium flux. Mas-related G-protein coupled receptor member X1 (Homo sapiens), Q96LB2. BAM8-22 antagonism; stronger effect = lower value. B-score at 10 µM. 310,000 compounds, 1.3% hits;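 active = calcium-response B-score plate-corrected more than 3 library SD below zero, starting fluorescence within 5 deviations, no agonist response on first addition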;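 also: peak minus trough fluorescence over baseline after final BAM8-22 challenge near maximal dose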
# MrgX1 ag – agonists of human MrgX1 receptor, primary screen, HEK293 cells, Fluo-4 calcium flux; Fluo-4 calcium fluorescence, agonist mode; stronger effect = higher value; B-score at 10 µM; 310,000 compounds, 0.44% hits;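 active = calcium response B-score plate-corrected fluorescence ratio at least 3 library SD, with starting fluorescence B-score inside 5 SD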
#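 Material – MrgX1-expressing HEK293 cells · Input – 15,000 cells seeded per well · Dosing – compound as first of three additions · Times – overnight seeding, then 1 h dark dye loading · Measured by – kinetic Fluo-4 NW fluorescence of intracellular calcium · Read-out – B-scored fluorescence response ratio · Benchmarks – positive and negative control wells on each plate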
# TRPC6 inh – mouse TRPC6 channel inhibitors, primary screen, cell-based, HEK293, membrane potential dye | Short transient receptor potential channel 6 (Mus musculus), Q61143 | ACh-evoked depolarization; stronger effect = lower value | B-score at 10 µM | 310,000 compounds, 1.1% hits;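 active = B-score under library mean minus 3 SD, initial fluorescence not abnormally high, positive integrated signal ratio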;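 also: B-score derived from integrated fluorescence ratio over the kinetic read; more negative B-score means stronger inhibition of depolarization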
# Active calls of the source: *; i = inactive; nt = no result given.
smiles,ANO1 activ,MrgX1 allo act,TRPC4 PAM,TRPC6 inh,MrgX1 antagonist,TRPC6 activator,TMEM16A inh,MrgX1 ag,TRPC4 agonist,RGS4 block,TRPC4 inh
CC1=C(CC(=O)NCC(=O)NCC(=O)O)c2cc(F)ccc2/C1=C/c1ccc(S(C)=O)cc1 (configuration not stated),i,i,i,i,i,i,i,i,i,i,i
CCCCN(C)C(=S)Nc1ccc2nc3n(c(=O)c2c1)CCCCC3,i,i,i,i,i,i,i,i,i,i,i
O=C(CN1C(=O)/C(=C\c2cccc(F)c2)Oc2ccccc21)N1CCN(c2ccccn2)CC1,i,i,i,i,i,i,i,i,i,i,i
COc1cccc(-c2cc(C(=O)NN3CCOCC3)c3ccccc3n2)c1,i,i,i,i,i,i,i,i,i,i,i
O=[N+]([O-])c1ccccc1/C=N/N1CCN(c2ccc(Cl)cc2)CC1,i,i,i,i,i,i,i,i,i,i,i
COc1ccccc1C(=O)Nc1ccc2c(c1)nc(CN1CCN(C(C)=O)CC1)n2C,i,i,i,i,i,i,i,i,i,i,i
N#Cc1cc(-c2ccccc2)nc(Oc2ccc(Cl)cc2)n1,i,i,i,i,i,i,i,i,i,i,i
CC(C)(C)NC(=O)COC(=O)c1cc(S(=O)(=O)N2CCCCC2)ccc1N1CCOCC1,i,i,i,i,i,i,i,i,i,i,i
NNC(=O)c1ccc(Oc2cc(Cl)cc(Cl)c2)o1,i,i,i,i,i,i,i,i,i,i,i
c1ccc(-c2cc3c(N4CCN(c5ccccc5)CC4)ncnc3s2)cc1,i,i,i,i,i,i,i,i,i,i,i
COc1ccc(C)cc1S(=O)(=O)Nc1cc2c3c(c1)CCN3C(=O)CC2,i,i,i,i,i,i,i,i,i,i,i
COc1cccc(C2=NOC(C(=O)N3CCN(c4ccccc4)CC3)C2)c1OC (configuration not stated),i,i,i,i,i,i,i,i,i,i,i
Cc1nc(-c2ccccc2)sc1C1(C)CC(c2cccnc2)=NO1 (configuration not stated),nt,nt,i,i,nt,i,nt,nt,i,i,i
CCC(NC(=O)c1ccccc1NC(=O)c1ccc(C)cc1)C(=O)O (configuration not stated),i,i,i,i,i,i,i,i,i,i,i
O=C(CN1C(=O)c2cccc3cccc1c23)Nc1cccnc1,i,i,i,i,i,i,i,i,i,i,i
NS(=O)(=O)c1ccc(NC(=S)N2CCC(O)CC2)cc1,i,i,i,i,i,i,i,i,i,i,i
CCOC(=O)c1c(C)n(C)c2ccc(OC)c(NC(=O)CN3CCN(Cc4ccccc4)CC3)c12,i,i,i,-5.7*,i,i,i,i,i,i,i
CC(OC(=O)c1ccccc1NCCO)C(=O)NCC(=O)Nc1ccc(F)c(F)c1F (configuration not stated),i,i,i,i,i,i,i,i,i,i,i
COc1ccc2c(c1OC)C(=O)OC2Nc1ncccc1C (configuration not stated),i,i,i,i,i,i,i,i,i,i,i
O=C(/C=C/c1c(Cl)nc2ccccn12)N1CCCCC1,i,i,i,i,i,i,i,i,i,i,i
Cc1nnc(SCC(=O)N/N=C/c2cn(-c3ccccc3)nc2-c2ccc(F)cc2)n1-c1ccccc1,i,i,i,i,i,i,i,i,i,i,i
[N-]=[N+]=NC1CC(CO)OC1n1ccc(=O)[nH]c1=O (configuration not stated),i,i,i,i,i,i,i,i,i,i,i
NC1(C(=O)O)CC1,i,i,i,i,i,i,i,i,i,i,i
Cc1nc2c(c3c1[nH]c1ccccc13)C(O)CC(C)(C)C2 (configuration not stated),i,i,i,i,i,i,i,i,i,i,i
CCOC(=O)c1sc2nc(CSc3ccccc3)[nH]c(=O)c2c1C,i,i,i,i,i,i,i,i,i,i,i
CCOc1ccc(CCNC(=O)CSc2n[nH]c(N)n2)cc1OCC,i,i,i,i,i,i,i,i,i,i,i
COc1ccc(CNCCc2ccc([N+](=O)[O-])cc2)c(OC)c1OC,i,i,i,i,i,i,i,i,81*,i,i
COc1ccc(NC(=O)CN(Cc2ccccc2)S(C)(=O)=O)c(OC)c1,i,i,i,i,i,i,i,i,i,i,i
CCCCSc1nnc(C)c(=O)[nH]1,i,i,i,i,i,i,i,i,i,i,i
CCc1ccc(NC(=O)N(CCN(C)C)C(C)c2cccnc2)cc1 (configuration not stated),i,i,i,i,i,i,i,i,72*,i,i
Cc1ccc(F)cc1NC(=O)c1cccc(N(C)C)c1,i,i,i,i,i,i,i,i,i,i,i
CN1C(=O)/C(=C/c2ccc(C(=O)Nc3ccc(O)cc3C(=O)O)cc2)SC1=S,i,i,i,i,i,i,i,i,i,i,i
O=C1CC(c2ccccc2)Cc2nc(N3CCc4ccccc43)ncc21 (configuration not stated),i,i,i,i,i,i,i,i,i,i,i
CCCCOC(=O)C1C2C=C[C@]3(CN(C(C)c4ccc(OC)cc4)C(=O)[C@H]13)O2 (some centres not stated),i,i,i,i,i,i,i,i,i,i,i
CCC(=O)Nc1cccc(NC(=O)c2cccc([N+](=O)[O-])c2)c1,i,i,i,i,i,i,i,i,i,i,i
S=C(NCC1CCCO1)Nc1cc(Cl)c(Cl)cc1Cl (configuration not stated),i,i,i,i,i,i,i,i,i,i,i
COCCn1c(-c2ccc(F)cc2)nc2cccnc21,i,i,i,i,i,i,i,i,i,i,i
CNc1c([N+](=O)[O-])cnn1-c1ccccc1F,i,i,i,i,i,i,i,i,i,i,i
OCC1OC(n2cnc3c(NCCc4ccccc4)ncnc32)C(O)C1O (configuration not stated),i,i,i,i,i,i,i,i,i,6.4*,i
Cc1cccc(CS(=O)(=O)Cc2ccc(C(=O)NCc3cccs3)o2)c1,i,i,i,i,i,i,i,i,i,i,i
Cc1ccc(C(=O)N/C(=C/c2cccnc2)C(=O)NCc2ccco2)cc1,i,i,i,i,i,i,i,i,i,i,i
CCOC(=O)c1ccc(Nc2nc(N)c3cc(OC)c(OC)cc3n2)cc1,i,i,i,i,i,i,i,i,i,i,i
Clc1ccc(OCc2nnc(SCc3nnc(-c4ccccc4)o3)o2)c(Cl)c1,i,i,i,i,i,i,i,i,i,i,i
Cc1ccc(S(=O)(=O)N(C)C)cc1NC(=O)COC(=O)CCC(=O)c1cccs1,i,i,i,i,i,i,i,i,i,i,i
Cc1nn(CC(=O)Nc2c(F)c(F)cc(F)c2F)c(=O)c2cccn12,i,i,i,i,i,i,i,i,i,i,i
Cc1cccc(CCNC(=O)CC2C(=O)NCCN2CC2CCCCC2)n1 (configuration not stated),i,i,i,i,i,i,i,i,i,i,i
Cc1ccc(NC(=O)CCc2nnc3ccc(N4CCC5(CC4)OCCO5)nn23)cc1F,i,i,i,i,i,i,i,i,i,i,i
O=C(Cc1cn(-c2ccccc2)nc1-c1ccccc1)N1CCCCC1,i,i,i,i,i,i,i,i,i,i,i
CC(Oc1ccc2c3c(c(=O)oc2c1)CCC3)C(=O)N[C@@H](Cc1ccccc1)C(=O)O (some centres not stated),i,i,i,i,i,i,i,i,i,i,i
CC1(C)CC(=O)c2sc(NS(C)(=O)=O)nc2C1,i,i,i,i,i,i,i,i,i,i,i
CC(=O)c1ccccc1NC(=O)c1ccc2c(c1)NC(=O)C(C)S2 (configuration not stated),i,i,i,i,i,i,i,i,i,i,i
O=C(Nc1ccccc1Cl)N1C2CCC1CC(O)(c1cccnc1)C2 (configuration not stated),i,i,i,i,i,i,i,i,i,i,i
Cc1ccc(O)c(NC(=S)NC(=O)c2ccccc2Cl)c1,i,i,i,i,i,i,i,i,i,i,i
COC(=O)c1ccccc1NC(=O)CCC(=O)N1CCSc2ccccc21,i,i,i,i,i,i,i,i,i,i,i
Cc1ccc(-c2nc(S(=O)(=O)c3ccc(C)cc3)c(N3CCOCC3)o2)cc1,i,i,i,i,i,i,i,i,i,i,i
C[C@@H](CN1C2=NC[C@H](Cc3ccccc3)N2C[C@H]1Cc1ccc(O)cc1)NC(=O)CCC1CCCCC1,i,i,i,i,i,i,i,i,i,i,i
COc1ccc(/C(N)=N/OC(=O)Cc2cccs2)cc1,i,i,i,i,i,i,i,i,i,i,i
COc1ccc(CCNC(=O)C2CCCN(S(=O)(=O)c3ccc(OC)cc3)C2)cc1 (configuration not stated),i,i,i,i,i,i,i,i,i,i,i
O=C(NNc1nc2ccccc2s1)C1CC1,i,i,i,i,i,i,i,i,i,i,i
CC(C)n1c(CCC(=O)O)ccc1-c1ccccc1,i,i,i,i,i,i,i,i,i,i,i

# Later entries.
smiles,ANO1 activ,MrgX1 allo act,TRPC4 PAM,TRPC6 inh,MrgX1 antagonist,TRPC6 activator,TMEM16A inh,MrgX1 ag,TRPC4 agonist,RGS4 block,TRPC4 inh
CCc1c(C(=O)N2CCCN(C)CC2)csc1C,i,i,i,i,i,i,i,i,i,i,-6*
Cc1ccccc1CC(=O)N1CCN(C(=O)C2CCCO2)CC1 (configuration not stated),i,i,i,i,i,i,i,i,i,i,i
Cc1cc(Oc2ccc(OCC(N)=O)nn2)nc(Cl)n1,i,i,i,i,i,i,i,i,i,i,i
O=C(O)c1ccc(Sc2nnc(-c3cccc(Br)c3)o2)c([N+](=O)[O-])c1,i,i,i,i,i,i,i,i,i,i,i
O=Cc1cn[nH]c1-c1cccc([N+](=O)[O-])c1,i,i,i,i,i,i,i,i,i,i,i

# Compounds as they come; about 5.8% have a hit in one of these screens.
